E-sel inducer: E-selectin induction on HUVECs. HUVEC E-selectin immunofluorescence imaging; normalized: neutral wells 0, TNF-alpha wells 100. activation, % at 7.58 µM. hit rate 0.37% among 260,000;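 active = mean E-selectin-positive cell signal at least 10% of the positive control, reached in at least 60% of replicates, without over 20% cell loss; inconclusive = no rule given, readout overlaps actives, possibly toxicity-flagged; inactive = the rest, including those meeting only one limit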;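 also: in these data hits start at about 27%; measured in HUVEC primary endothelial cells; signal is the percent of cells scored E-selectin positive by PE staining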
Target sequence (P16581 whole entry, looked up): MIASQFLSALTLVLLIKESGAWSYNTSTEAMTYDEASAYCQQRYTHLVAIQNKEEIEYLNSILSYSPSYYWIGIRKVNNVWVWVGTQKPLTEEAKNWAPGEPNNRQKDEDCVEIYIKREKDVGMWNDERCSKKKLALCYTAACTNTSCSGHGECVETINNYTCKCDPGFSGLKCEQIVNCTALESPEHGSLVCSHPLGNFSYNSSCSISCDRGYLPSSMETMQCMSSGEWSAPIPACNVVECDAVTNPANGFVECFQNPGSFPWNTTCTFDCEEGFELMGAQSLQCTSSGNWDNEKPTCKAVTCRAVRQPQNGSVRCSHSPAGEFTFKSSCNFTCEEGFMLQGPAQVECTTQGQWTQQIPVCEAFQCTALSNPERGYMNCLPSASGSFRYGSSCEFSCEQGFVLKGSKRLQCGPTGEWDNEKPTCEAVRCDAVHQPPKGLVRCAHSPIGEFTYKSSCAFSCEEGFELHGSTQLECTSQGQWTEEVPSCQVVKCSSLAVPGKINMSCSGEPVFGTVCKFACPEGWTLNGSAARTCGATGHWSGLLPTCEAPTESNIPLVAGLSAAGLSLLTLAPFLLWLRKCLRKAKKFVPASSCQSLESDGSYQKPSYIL
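System: HUVEC / Compound: single concentration / Signal: immunofluorescence imaging / Read-out: percent E-selectin-positive cells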
Casp6 inh: inhibitors of human caspase-6 | P55212 | purified caspase-6, Z-VEID-R110 cleavage fluorescence | inhibition, % at 12.5 µM | hit rate 0.53% among 350,000 | AID 686996;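 active = mean inhibition across replicates at least about 35%, with every replicate also reaching that limit, limit read from the data; inconclusive = only one of the two criteria met; inactive = neither criterion met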;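 also: 0% = median of neutral control wells and 100% = no fluorescence left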
Target sequence (P55212 24-179 limits assumed): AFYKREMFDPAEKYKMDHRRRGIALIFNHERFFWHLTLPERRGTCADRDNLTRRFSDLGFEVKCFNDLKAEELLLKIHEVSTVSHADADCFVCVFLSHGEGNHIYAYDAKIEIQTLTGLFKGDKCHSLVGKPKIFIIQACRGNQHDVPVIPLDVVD
Target sequence (P55212 194-293 limits assumed): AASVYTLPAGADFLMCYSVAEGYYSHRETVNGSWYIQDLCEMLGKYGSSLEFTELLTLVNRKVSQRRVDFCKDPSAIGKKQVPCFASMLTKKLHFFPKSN
ARNT-TACC3 inh: disruptors of human ARNT/TACC3 interaction. AlphaScreen His-ARNT PAS-B/GST-TACC3 binding, luminescence; TACC3 fragment carries E629A point mutation. inhibition, % at 9.99 µM. hit rate 0.66% among 390,000. AID 623870;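 active = mean inhibition of replicates at least 50% and at least half of replicates each reaching 50%; inconclusive = half or more replicates reach 50% but mean below 50%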;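 also: 0% = complete ARNT plus TACC3 wells and 100% = ARNT alone without TACC3; many hits fall short of the cut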
PglD inh: blocks C. jejuni PglD acetyltransferase activity; purified PglD enzyme, DTNB colorimetric CoA detection; inhibition, % at 12.5 µM; hit rate 0.098% among 360,000; AID 602405; in the data active = inhibition above about 16%, passing the limit was not always enough; inconclusive = no clear call, values can overlap the other calls; also: strong numbers were not always called active
RAD54 branch: inhibitors of human RAD54 branch migration | inhibition, % at 10.4 µM | hit rate 0.14% among 360,000 | Q92698 | AID 602329 | RAD54 Holliday junction branch migration, FAM/BHQ fluorescence;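 active = mean normalized replicate activity at least 40 and at least half of replicates scoring 40 or more; inconclusive = only one of the two criteria met; inactive = mean below 40 and under half of replicates reaching 40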;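 also: 0% = median of neutral control wells and 100% = median of positive control wells; inhibitors cause a drop in the FAM fluorescence signal; in these data hits start at about 50%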
RAD52 inh: inhibitors of human RAD52 DNA annealing; P43351; recombinant RAD52 DNA annealing, FRET fluorescence; inhibition, % at 18.7 µM; hit rate 0.46% among 360,000; AID 651710;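 active = every replicate showing at least 50% inhibition; inconclusive = mean inhibition at least 50% but not in every replicate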
esBAF inh: SWI/SNF esBAF complex inhibition; hit rate 2% among 350,000; mouse ES cells, Bmi1-luciferase knock-in reporter, 24 h; 100% = twice the neutral-well signal; reporter increase, % at 12.5 µM; in the data active = activation above about 40%; inconclusive = no clear call, values can overlap the other calls;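 also: 0% = median of the plate's neutral control wells and 100% = double that signal; a rise in the Bmi1 reporter signal indicates esBAF inhibition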
ERp5 inh: inhibitors of human ERp5; Q15084; ERp5 insulin aggregation, absorbance 650 nm, 90 min; inhibition, % at 9.99 µM; hit rate 0.05% among 350,000;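 active = mean replicate inhibition above about 25%, with every replicate also reaching it, limit read from the data, passing the limit was not always enough; inconclusive = only one of those two criteria met; inactive = neither criterion met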
Numbers without * were called inactive; ? = inconclusive; · = no result given.

SMILES	E-sel inducer	Casp6 inh	ARNT-TACC3 inh	PglD inh	RAD54 branch	RAD52 inh	esBAF inh	ERp5 inh
Cc1cccc(N2CCN(C(=O)CSc3nnnn3C3CC3)CC2)c1C	0.9	-1	4	-6	5	-5	10	-1
CCOc1cccc(/C=N/N=C/c2cccc(OCC)c2O)c1O	0.1	·	2	-4	4	-7	17	-8
CCOc1ccc(NS(=O)(=O)c2cc(C(=O)N3CCC3)ccc2Cl)cc1	·	0	-3	-5	-12	-12	1	11
O=C1[C@H]2[C@@H](c3ccc(F)cc3)N3C(=O)N(c4ccc(Br)cc4)C(=O)[C@@]3(Cc3ccccc3)[C@H]2C(=O)N1C1CCCCC1	-0.2	6	-6	-1	-21	-7	3	5
Cc1nc(-c2ccc(S(=O)(=O)N3CCN(CCc4ccccc4)CC3)s2)cs1	0.0	-3	·	8	-7	-6	·	-1
CCC(C)C(NC(=O)C1CCC(C)CC1)C(=O)Nc1ccc(OC)cc1 (centres undefined)	0.2	1	-4	1	1	-14	-7	0
CCCNC(=O)C[C@@H]1CC[C@@H]2[C@H](COc3ccc(NC(=O)COC)cc3C(=O)N2C)O1	0.0	·	3	-3	-4	·	-4	·
COc1ccc(Nc2nc(N3CCCC3)nc(N3CCOCC3)n2)cc1	0.0	2	0	-3	8	-3	7	0
CO[C@H]1CN(C)C(=O)c2ccc(NC(=O)CC(F)(F)F)cc2OC[C@H](C)N(C(C)=O)C[C@H]1C	-0.2	2	·	·	·	-10	·	8
CCC(C(=O)NC1CCCC1)n1c2ccccc2c2nc(=O)cc(C)n21 (centres undefined)	·	-2	1	-2	-5	-13	-9	-5
Cn1c(=O)[nH]c(=O)c2c1nc(NCCc1ccccc1)n2CC(O)COc1ccccc1 (centres undefined)	·	·	-6	-6	-13	·	-3	·
CC(CN1C(C)CCCC1C)OC(=O)c1ccccc1Br (centres undefined)	0.6	1	-9	2	-6	-6	-4	0
Oc1ccc(C(c2nnnn2C2CCCC2)N2CCc3ccccc3C2)cc1 (centres undefined)	·	·	-33	11	2	·	3	·
CC(C)(C)NC(=O)C(c1cccs1)N(Cc1cccs1)C(=O)c1csnn1 (centres undefined)	1.5	1	-18	-1	-6	-10	-1	0
COc1ccc2c(c1)[nH]c1c(=O)n(CC3CCCO3)cnc12 (centres undefined)	·	·	-16	-1	-9	·	32	·
C[C@@H]1CN([C@H](C)CO)C(=O)c2cccc(NC(=O)C3CCCCC3)c2O[C@@H]1CN(C)Cc1ccc(C(F)(F)F)cc1	1.4	2	6	0	-8	-1	-1	0
CC(C)CC#Cc1cnc2c(c1)C(=O)N([C@@H](C)CO)C[C@H](C)[C@H](CN(C)C(=O)c1cccc(F)c1)O2	0.1	·	-2	-11	-6	-11	-3	2
COc1ccc([N+](=O)[O-])cc1NC(=O)C(C)N(C)Cc1ccc(Br)cc1 (centres undefined)	·	-5	-3	2	-1	-8	·	4
CCOC(=O)c1c(C2CC2)csc1NC(=O)CSCc1c(C)noc1C	·	·	-11	-6	-12	·	-2	·
COc1ccc(CC(=O)NC2CC(C)(C)NC(C)(C)C2)cc1OC	·	-2	13	2	-7	-1	-5	1
Fc1ccccc1/C=N/Nc1ccc(Cl)nn1	·	-1	-10	-5	-4	-4	55*	5
Cc1ccc(NC(=O)Cn2c(=O)oc3ccccc32)c(C)c1	·	-15	8	8	6	-16	2	0
CCOc1ccc(CN(C)CC(=O)Nc2cccc(C)c2)cc1OC	0.2	1	-3	0	0	-17	14	4
Cc1noc(C)c1COc1ccccc1C(=O)NC(C)c1ccc(Cl)cc1 (centres undefined)	0.4	4	-9	-2	-3	-1	-4	3
COc1ccc(NC(=O)CN2C(=O)NC(C)(c3ccc4c(c3)OCCO4)C2=O)cc1S(N)(=O)=O (centres undefined)	0.0	-2	-4	-4	8	-6	-3	2

Continued.
SMILES	E-sel inducer	Casp6 inh	ARNT-TACC3 inh	PglD inh	RAD54 branch	RAD52 inh	esBAF inh	ERp5 inh
CCC(Sc1nc(C)cc(C)n1)C(=O)Nc1nccs1 (centres undefined)	-0.2	-4	0	-3	-11	-11	-8	0
Cc1cc(Br)c(S(=O)(=O)NCc2ccncc2)cc1C	-0.3	1	-4	3	-10	-19	-20	7
Cc1ccccc1SCC(=O)N1CCN(c2ccc(C(F)(F)F)cn2)CC1	·	2	17	3	2	-20	·	-3
CC(C)Cc1nnc(NC(=O)C2CCN(C(=O)c3ccc(Cl)cc3)CC2)s1	·	1	-7	-5	0	-11	1	-3
COCC(=O)Nc1ccc2c(c1)OC[C@@H](C)N(Cc1ccccc1F)C[C@@H](C)[C@@H](OC)CN(C)C2=O	0.1	-1	-2	3	6	6	3	2
C/C(=N\NC(=O)c1cc2ccccc2cc1O)c1ccccn1	·	1	69*	1	3	-15	-55	3
CCn1c(SCC(=O)N/N=C/c2c[nH]c3ccccc23)nnc1-c1ccc(Cl)cc1	-0.2	5	-3	·	·	-17	·	6
COc1ccc(F)c(CN2CCC(CO)(Cc3cccc(C(F)(F)F)c3)CC2)c1	0.6	-3	1	1	8	-7	-4	2
CC(C)C#Cc1cnc2c(c1)C(=O)N([C@@H](C)CO)C[C@H](C)[C@H](CN(C)Cc1cccc(F)c1)O2	0.1	-1	-2	0	8	14	2	2
COc1ccc(N2CC(C(=O)Nc3cccc(C)n3)CC2=O)cc1 (centres undefined)	·	2	·	6	-5	4	-6	4
O=C1c2ccccc2-c2n[nH]c(=O)c3ccc(N4CCCCC4)c1c23	·	-1	0	4	9	-5	2	-3
COc1ccccc1-c1cnc2c(c1)C(=O)N([C@@H](C)CO)C[C@@H](C)[C@H](CN(C)Cc1ccc(C(=O)O)cc1)O2	-0.3	2	·	2	11	18	-6	-2
N#C/C(=C/c1ccncc1)c1nc2ccccc2c(=O)[nH]1	·	-1	13	·	·	-60	·	0
O=C(C1CCC1)N1CC2(C1)[C@H](c1ccccc1)[C@@H](CO)N2C(=O)c1ccccn1	0.2	0	·	·	·	0	·	-4
C[C@H]1CN([C@@H](C)CO)C(=O)Cc2cc(N(C)C)ccc2O[C@@H]1CN(C)Cc1ccccc1	·	2	0	2	3	4	-2	1
Cc1cc(Cl)ccc1OCCCC(=O)NO	·	·	-12	-2	-13	·	-16	·
CCN1[C@@H]2c3ccc(C4=CCCCC4)c(=O)n3C[C@@H]2[C@@H](CO)[C@@H]1C(=O)NC1Cc2ccccc2C1	-0.5	1	8	0	-4	-16	-3	2
Cc1ccc(C)c(OCC(=O)O/N=C(\N)c2cccc([N+](=O)[O-])c2)c1	·	-6	0	-6	-3	2	·	7
O=C(c1ccc(Cl)cc1)c1ccc(Oc2cc(NN3CCCCC3)c([N+](=O)[O-])cc2[N+](=O)[O-])cc1	-0.2	-4	14	-1	-7	-7	1	2
Cc1c(N2C(=O)c3ccc(Br)cc3C2=O)c(=O)n(-c2ccccc2)n1C	·	·	-3	-3	-11	·	-11	·
COC(=O)CC(NC(=O)c1ccc(C)cc1)c1ccccc1 (centres undefined)	·	2	-4	-6	9	-9	37	5
CSc1ncc(Sc2ccccc2)c(C(=O)O)n1	·	-3	-3	5	-2	-14	·	·
COc1cccc(S(=O)(=O)N2C[C@@H](O)COC[C@@H]3O[C@H](CC(=O)Nc4ccccc4)CC[C@H]32)c1	0.1	2	-3	2	3	-3	9	2
Cc1ccc(S(=O)(=O)N(Cc2cc3ccccc3[nH]c2=O)CC2CCCO2)cc1 (centres undefined)	-0.1	1	34	4	-11	-1	1	-5
COCc1cn(CC[C@H]2CC[C@@H](NC(=O)Nc3ccc(C(F)(F)F)cc3)[C@@H](CO)O2)nn1	-0.2	-1	-1	-2	-2	5	-2	4

More structures
SMILES	E-sel inducer	Casp6 inh	ARNT-TACC3 inh	PglD inh	RAD54 branch	RAD52 inh	esBAF inh	ERp5 inh
CCOC(=O)c1cc(=O)n(Cc2ccccc2C)c2ccccc12	·	2	-1	-2	3	-8	4	2
C=CCn1c(SCC(=O)c2[nH]c(C)c(C(=O)OCC)c2C)nc2scc(-c3ccc(OC)cc3)c2c1=O	-0.2	0	-3	·	·	-7	·	3
CC1CCCCC1NC(=O)CSc1nnc(COc2ccc(Cl)cc2)o1 (centres undefined)	·	-1	-1	3	-3	-3	2	0
Cc1ccc(S(=O)(=O)NCCN2CCOCC2)cc1C	·	-1	-1	3	-5	-8	1	-3
COc1ccc(Nc2cc(C)c3ccc(O)cc3n2)cc1	0.3	3	4	·	·	16	28	2
COc1ccccc1S(=O)(=O)N(C)C[C@@H]1Oc2ncc(-c3ccc(C)cc3)cc2C(=O)N([C@H](C)CO)C[C@H]1C	-0.2	-1	?	2	4	3	3	-2

A different layout for 12 compounds above.
Sequence of screens – E-sel inducer	Casp6 inh	ARNT-TACC3 inh	PglD inh	RAD54 branch	RAD52 inh	esBAF inh	ERp5 inh
CCN1[C@@H]2c3ccc(C4=CCCCC4)c(=O)n3C[C@@H]2[C@@H](CO)[C@@H]1C(=O)NC1Cc2ccccc2C1
  -0.5	1	8	0	-4	-16	-3	2
Cc1ccc(C)c(OCC(=O)O/N=C(\N)c2cccc([N+](=O)[O-])c2)c1
  ·	-6	0	-6	-3	2	·	7
O=C(c1ccc(Cl)cc1)c1ccc(Oc2cc(NN3CCCCC3)c([N+](=O)[O-])cc2[N+](=O)[O-])cc1
  -0.2	-4	14	-1	-7	-7	1	2
Cc1c(N2C(=O)c3ccc(Br)cc3C2=O)c(=O)n(-c2ccccc2)n1C
  ·	·	-3	-3	-11	·	-11	·
COC(=O)CC(NC(=O)c1ccc(C)cc1)c1ccccc1 (centres undefined)
  ·	2	-4	-6	9	-9	37	5
CSc1ncc(Sc2ccccc2)c(C(=O)O)n1
  ·	-3	-3	5	-2	-14	·	·
COc1cccc(S(=O)(=O)N2C[C@@H](O)COC[C@@H]3O[C@H](CC(=O)Nc4ccccc4)CC[C@H]32)c1
  0.1	2	-3	2	3	-3	9	2
Cc1ccc(S(=O)(=O)N(Cc2cc3ccccc3[nH]c2=O)CC2CCCO2)cc1 (centres undefined)
  -0.1	1	34	4	-11	-1	1	-5
COCc1cn(CC[C@H]2CC[C@@H](NC(=O)Nc3ccc(C(F)(F)F)cc3)[C@@H](CO)O2)nn1
  -0.2	-1	-1	-2	-2	5	-2	4
CCOC(=O)c1cc(=O)n(Cc2ccccc2C)c2ccccc12
  ·	2	-1	-2	3	-8	4	2
C=CCn1c(SCC(=O)c2[nH]c(C)c(C(=O)OCC)c2C)nc2scc(-c3ccc(OC)cc3)c2c1=O
  -0.2	0	-3	·	·	-7	·	3
CC1CCCCC1NC(=O)CSc1nnc(COc2ccc(Cl)cc2)o1 (centres undefined)
  ·	-1	-1	3	-3	-3	2	0

Assay outcomes deposited in PubChem by Broad Institute.
